# SKN-1 block – inhibitors of C. elegans SKN-1 | C. elegans VP596 Pgst-4::GFP/RFP ratio, acrylamide-induced, 24 h | inhibition, % at 21.8 µM | actives 0.49% (n = 360,000);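 active = interference check ratio from 0.5 to 1.5 plus GFP to RFP signal ratio inhibition reaching or exceeding a fixed threshold, cut at about 30% in these data, passing the limit was not always enough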; also: some compounds called inactive have numbers as strong as hits
# MT1-MMP act inh – inhibitors of human MT1-MMP activation. HT1080 RFP-PRO-GFP cells, GFP/RFP ratio fluorescence, overnight; percent of plate control window, DMSO zero. GFP/RFP ratio change, % at 20 µM. actives 0.061% (n = 360,000);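 active = GFP/RFP ratio change of at least 30% with cell ATP level not reduced by more than half and red fluorescence within 50% of control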; also: strong numbers were not always called active
#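 Assay system – RFP-PRO-GFP reporter HT1080 cells · Compound dosing – single dose of 20 µM compound, 1% DMSO final · Incubation – overnight compound exposure at 37 °C · Measure – GFP/RFP fluorescence ratio · Benchmarks – DMSO wells and RFP-L50D-GFP cells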
# Rin1 Abl inh – inhibitors of human Rin1-Abl protein interaction. TR-FRET Rin1/Abl binding, biochemical. inhibition, % at 7.35 µM. actives 0.4% (n = 360,000). P00519+Q13671; in the data active = inhibition above about 5%, passing the limit was not always enough
# MsrA inhibitor – inhibitors of bovine MsrA. purified bovine MsrA, absorbance read-out. inhibition, % at 15.5 µM. actives 0.75% (n = 360,000); in the data active = inhibition above about 4.5%;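 also: 0% = vehicle wells with enzyme and 100% = reference inhibitor wells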
# Neddyl block – cullin neddylation inhibition; P61081+Q13564; TR-FRET cullin neddylation, biochemical; calls only at 25 µM; actives 0.58% (n = 360,000); in the data active = inhibition above about 36%
# Target sequence (P61081 whole entry, looked up): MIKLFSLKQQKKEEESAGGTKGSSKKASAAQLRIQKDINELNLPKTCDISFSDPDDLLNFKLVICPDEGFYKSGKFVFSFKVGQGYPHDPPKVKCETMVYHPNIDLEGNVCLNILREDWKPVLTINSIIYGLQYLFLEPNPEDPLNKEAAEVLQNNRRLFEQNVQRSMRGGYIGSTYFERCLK
# Target sequence (Q13564 whole entry, looked up): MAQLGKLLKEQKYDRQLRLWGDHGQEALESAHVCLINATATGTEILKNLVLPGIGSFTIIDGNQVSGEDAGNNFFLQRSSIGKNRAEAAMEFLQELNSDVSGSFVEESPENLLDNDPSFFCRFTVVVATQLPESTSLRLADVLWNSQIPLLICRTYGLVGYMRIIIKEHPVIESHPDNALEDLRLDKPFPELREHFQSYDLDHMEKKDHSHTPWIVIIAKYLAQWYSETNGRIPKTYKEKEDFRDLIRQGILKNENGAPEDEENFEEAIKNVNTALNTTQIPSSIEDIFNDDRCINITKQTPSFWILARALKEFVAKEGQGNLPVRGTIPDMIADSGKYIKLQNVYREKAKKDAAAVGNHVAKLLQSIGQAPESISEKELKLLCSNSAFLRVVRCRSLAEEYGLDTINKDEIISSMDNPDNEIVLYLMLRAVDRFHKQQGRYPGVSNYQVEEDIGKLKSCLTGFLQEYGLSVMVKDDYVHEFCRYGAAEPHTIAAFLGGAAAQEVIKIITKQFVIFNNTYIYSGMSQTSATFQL
# FAS TE block – FAS thioesterase (human) inhibition. P49327. inhibition, % at 15 µM. AID 602261. actives 0.67% (n = 360,000). recombinant FAS-TE, OMFH fluorogenic substrate, fluorescence endpoint;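 active = compounds whose normalised, plate-corrected inhibition of enzyme fluorescence in the single-dose primary screen is 50% or more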;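 also: 0% = DMSO with enzyme and 100% = substrate without enzyme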
# CendR NRP1 mod – alters CendR peptide binding to human NRP-1; FAM-RPARPAR peptide binding to NRP-1, fluorescence polarization; O14786; actives 0.85% (n = 360,000); inhibition, % at 25 µM;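 active = inhibition or corrected inhibition above about 18%, plus a signal ratio from 0.5 to 1.5, limit read from the data, passing the limit was not always enough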; also: strong numbers were not always called active
# bovine MsrA act – activates bovine MsrA enzyme; activation, % at 10.6 µM; AID 602163; purified bovine MsrA, absorbance read-out; actives 0.3% (n = 360,000); in the data active = activation above about 7.5%;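 also: 0% = vehicle and 100% = reference activator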
# eLon inh – inhibits E. coli Lon protease. AID 602123. P0A9M0. actives 0.42% (n = 360,000). purified E. coli Lon protease, fluorescence polarization. inhibition, % at 7.94 µM; in the data active = inhibition above about 13%, passing the limit was not always enough;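 also: 0% = enzyme with probe and DMSO and 100% = no enzyme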
# The depositor's hits bear a star; i = inactive; . = not tested or not shown; + = active, no number. Hits appear at their usual frequency; overall some 4.2% were active at least once.
SMILES,SKN-1 block,MT1-MMP act inh,Rin1 Abl inh,MsrA inhibitor,Neddyl block,FAS TE block,CendR NRP1 mod,bovine MsrA act,eLon inh
CN(CC(=O)Nc1ccccc1)CC(=O)Nc1ccc(F)cc1,-1,1,1,1.1,i,0,-1,-5,1
O=S(=O)(NCc1ccccc1)NCc1ccccc1F,-4,3,4,-0.5,i,-5,1,-3,0
CN(c1ccccc1)S(=O)(=O)c1ccc(C(=O)NCCc2ccccc2)cc1,6,0,2,-0.2,i,19,9,-1,4
Oc1[nH]c2ccccc2c1OCc1ccncc1,5,-2,-1,1.4,i,-7,17,-1,-5
CC(=O)c1ccc(-c2cccc(-c3cc(=O)oc4ccc(C(C)(C)C)cc34)c2)cc1,8,-15,1,0.8,i,19,4,-2,-3
Brc1ccc(N=C(c2ccccc2)c2ccncc2)cc1,-1,2,-2,-1.2,i,-14,16,-3,2
Cc1csc(-c2cnn(-c3ccccc3)c2NC(=O)c2ccc(C(F)(F)F)cc2)n1,16,2,-2,-1.9,i,12,4,-2,-2
CC(C)Nc1nc(NCCOc2ccccc2Cl)c2sc(-c3ccccc3)cc2n1,20,-3,-4,-1.3,i,-7,14,-6,8
CN1CCC(OC(=O)Cc2ccc(Cl)cc2)CC1,13,2,-3,-0.3,i,-7,8,-3,2
COc1ccc(NC(=O)CSc2nnc(C3CC3)n2N)cc1,17,8,2,0.9,i,-13,-18,-4,-1
O=S(=O)(Cc1ccccc1Cl)NCCc1ccccc1,4,2,0,0.8,i,0,6,-1,2
O=C(O)c1csc(-c2cccc(Cl)c2)n1,-3,-6,-8,1.2,i,-6,2,-6,-6
C=C1C(=O)[C@@]23[C@H](O)C[C@@H]4C(C)(C)CC[C@H](O)[C@]4(C)[C@@H]2C[C@H](O)[C@@H]1[C@H]3O,9,-3,2,-0.3,i,-8,3,-3,-7
COc1ccc(C2/C(=C(\O)c3cccc(OC)c3)C(=O)C(=O)N2c2ccccn2)cc1 (configuration not stated),9,2,-4,0.0,i,-4,-3,-2,6
O=C(O)c1ccc2ncsc2c1,-3,8,2,0.2,i,-6,-16,-3,8
Fc1ccc(C(CNC(=S)NC2CCCCC2)N2CCOCC2)cc1 (configuration not stated),-16,4,3,-0.4,i,-7,5,-11,4
CCOc1ccc2c(c1)sc(N)[n+]2Cc1cc(C)cc2cccnc12,2,-5,0,-1.5,i,-168,4,-4,-5
O=C(C1CCC1)N1CCN(c2ccc(Cl)cc2)CC1,9,2,1,1.2,i,-4,-5,-5,2
Cc1nc(N)nc(C)c1Cc1ccccc1,-1,4,-1,0.5,i,-2,7,-2,-4
Cc1nn(-c2ccc(Cl)cc2)c2sc(C(=O)c3c(N)n(C)c(=O)n(C)c3=O)cc12,4,-2,1,0.5,i,-6,-10,0,0
O=C(Nc1cnn(Cc2ccc(Cl)cc2)c1)C1CCCC1,-4,3,2,-0.6,i,4,-14,-2,-5
O=C(NC(=O)c1ccccc1)Nc1ccccc1,-11,2,2,0.2,i,3,6,-5,5
Cc1ccc(C)c(-n2cc(CN3CCCN(C=O)CC3)c(-c3ccccc3)n2)c1,-3,-6,0,-0.2,i,-11,-15,-7,2
O=C(COC(=O)C1=Cc2ccccc2OC1)NCc1ccccc1,-6,-1,3,1.2,i,4,1,-7,-10
Cc1ccn2cc(-c3cccc(NS(C)(=O)=O)c3)nc2c1,5,4,2,0.2,+,-6,1,-6,-9
# (continued)
SMILES,SKN-1 block,MT1-MMP act inh,Rin1 Abl inh,MsrA inhibitor,Neddyl block,FAS TE block,CendR NRP1 mod,bovine MsrA act,eLon inh
Cc1ccccc1NC(=O)Cc1nc(COC(=O)c2ccc([N+](=O)[O-])cc2)cs1,4,1,-2,0.6,i,24,-2,-1,-1
Cc1cnc(NC(=O)Cc2ccccc2Cl)s1,2,-6,-2,-0.5,i,-6,11,-3,-8
Cc1ccc(S(=O)(=O)N2CCSC2c2ccco2)cc1 (configuration not stated),-3,1,0,0.1,i,4,-2,-4,-2
O=C(COc1ccccc1[N+](=O)[O-])c1ccccc1,-8,-1,0,0.2,i,-7,-3,-2,-5
Cc1cc(S(=O)(=O)N2CCCC(N3CCOCC3)C2)c(C)cc1Cl (configuration not stated),11,9,-2,-0.1,i,1,7,0,7
C/C(=C/c1ccccc1)C(=O)N1CC(C)OC(C)C1 (configuration not stated),-9,-1,-1,-0.8,i,-5,-3,-3,5
O=C(COC(=O)c1ccc[nH]c1=O)NCCc1ccc(F)cc1,2,-1,-1,0.0,i,-4,3,-7,2
COc1ccccc1OCCCOc1c(C)cc(C)cc1Br,12,-2,-3,-0.8,i,18,-20,3,-8
Cc1cc(=O)[nH]c2c1c(-c1ccccc1)nn2C,13,3,-1,0.8,i,-5,7,-3,1
CC(C)NC(=O)c1ccccc1NC(=O)CS(=O)(=O)Cc1ccccc1,5,4,0,-0.1,i,-10,-3,-1,-1
O=C(NN1CCCCCC1)c1ccccc1F,11,-2,-4,-0.6,i,-5,-6,-2,1
Cc1ccc(O)c(C(=O)c2cc(C(=O)NCCc3ccccc3)c(=O)n(CCc3ccccc3)c2)c1,6,-14,3,1.1,i,16,-22,-5,3
CCOc1ccc(NC(=O)CC2C(=O)N(c3ccccc3)C(=S)N2Cc2ccccn2)cc1 (configuration not stated),10,0,2,-0.6,i,5,6,0,7
O=C(Cc1cccc2c(=O)cc(-c3ccccc3)oc12)OCCN1CCOCC1,11,1,-1,1.5,i,-4,8,-9,-3
CC(=O)Nc1ccc(S(=O)(=O)NCCC(=O)NC2CCCCCC2)cc1,3,4,3,2.1,i,-8,-7,-9,9
COCCNC(=S)N1CCC(NC(=O)Nc2ccc(C)cc2)CC1,5,1,2,0.4,i,-3,-8,-3,0
CCN(C(=O)COc1ccc(N(C)S(=O)(=O)c2ccc(NC(C)=O)cc2)cc1)C1CCCCC1,-5,-3,0,-1.4,i,11,-10,-2,-4
O=C(Nc1ccc2ncccc2c1)c1cc(Cl)ccc1Cl,17,-1,2,1.3,i,1,4,-4,-5
O=C(O)CCC(=O)N(Cc1ccco1)c1nc(-c2ccccc2)cs1,15,1,-2,0.8,i,-5,-2,-5,5
COc1ccc(S(=O)(=O)Nc2nc3ccccc3s2)cc1,2,3,-4,0.6,i,-2,-7,0,-6
Cc1ccc2[nH]cc(CCNC(=O)/C=C/c3ccco3)c2c1,-10,3,0,-0.5,i,1,-7,-2,4
CC(=O)N1CCN(C(=O)C(Cc2ccccc2)NC(=O)c2ccccc2)CC1 (configuration not stated),12,-3,-1,-0.1,i,-2,-6,0,-2
CCCCc1c(C)nn(-c2nnc3c4ccccc4n(CC)c3n2)c1C,13,5,0,0.7,i,11,1,-4,-5
CCOc1ccc(NC(=O)CSc2nnc(N)s2)c([N+](=O)[O-])c1,4,6,-1,0.3,i,-5,4,-2,-3
O=C(/C=C/NNC(=O)c1ccccc1)c1ccccc1,1,-4,-2,-0.3,i,3,2,-1,0

# Profiles, looked up by structure. Order of screens: SKN-1 block, MT1-MMP act inh, Rin1 Abl inh, MsrA inhibitor, Neddyl block, FAS TE block, CendR NRP1 mod, bovine MsrA act, eLon inh
# Cc1cc(S(=O)(=O)N2CCCC(N3CCOCC3)C2)c(C)cc1Cl (configuration not stated) is listed as 11, 9, -2, -0.1, i, 1, 7, 0, 7
# COc1ccc(C2/C(=C(\O)c3cccc(OC)c3)C(=O)C(=O)N2c2ccccn2)cc1 (configuration not stated) is listed as 9, 2, -4, 0.0, i, -4, -3, -2, 6
# O=C(O)c1ccc2ncsc2c1 is listed as -3, 8, 2, 0.2, i, -6, -16, -3, 8
# COCCNC(=S)N1CCC(NC(=O)Nc2ccc(C)cc2)CC1 is listed as 5, 1, 2, 0.4, i, -3, -8, -3, 0
# O=C(C1CCC1)N1CCN(c2ccc(Cl)cc2)CC1 is listed as 9, 2, 1, 1.2, i, -4, -5, -5, 2

# Two compounds from above, showing only CendR NRP1 mod, Neddyl block and FAS TE block:
smiles	CendR NRP1 mod	Neddyl block	FAS TE block
CC(=O)Nc1ccc(S(=O)(=O)NCCC(=O)NC2CCCCCC2)cc1	-7	i	-8
COCCNC(=S)N1CCC(NC(=O)Nc2ccc(C)cc2)CC1	-8	i	-3

# The list goes on:
SMILES,SKN-1 block,MT1-MMP act inh,Rin1 Abl inh,MsrA inhibitor,Neddyl block,FAS TE block,CendR NRP1 mod,bovine MsrA act,eLon inh
O=c1c(-c2nnc(SCc3ccc(Cl)cc3Cl)o2)cccn1Cc1ccccc1,15,2,-2,0.9,.,35,-3,1,-4
COc1ccc(CNC(=O)CN(C(=O)Cn2nnc(-c3ccccc3F)n2)c2ccc(C)cc2)cc1,-3,1,2,0.7,i,-3,12,-4,2
FC(F)(F)c1ccc(CN2C[C@@H]3C(c4ccccc4)C4(c5cccnc5)CC3(C4)[C@H]2c2ccccc2)cc1 (some centres not stated),3,-15,3,-0.9,i,32,16,2,-13
COC(=O)c1ccc(/C=C(\C#N)C(=O)NC(C)c2ccccc2)cc1 (configuration not stated),-2,-16,-2,0.3,i,23,5,-7,-1
CC1(C(=O)Nc2ccc3c(c2)OCCO3)CCC(=O)N1CCOc1ccccc1 (configuration not stated),0,0,-1,0.3,i,-11,4,0,-8
Cc1noc(C)c1C(=O)Nc1nnc(CC(C)C)s1,-4,2,1,0.3,i,-6,9,0,-1
Cn1cccc1C(C(=O)NC1CCCCC1)N(C(=O)Cc1cccs1)C1CC1 (configuration not stated),0,4,-1,0.3,i,-7,9,-6,-6
Cc1nc2ccccc2cc1C(=O)O,-6,-1,4,-0.6,i,-15,-8,-14,5
O=S(=O)(Nc1ccc2c(c1)OCCO2)c1ccc2oc3ccccc3c2c1,4,-4,4,0.6,i,62*,-4,1,-6
COc1ccc(N2C(=O)CC(SCC(=O)O)C2=O)cc1 (configuration not stated),-6,-4,-5,0.8,i,-10,3,-3,-9
O=[N+]([O-])c1cccc(S(=O)(=O)NCC2CCCO2)c1 (configuration not stated),-9,-1,-1,-0.1,i,-6,-1,-13,-3
CN1C(=O)C(C)(C)c2cc(S(=O)(=O)N3CCN(c4cccc(Cl)c4)CC3)ccc21,11,2,1,0.3,i,25,-7,-2,-2
CC(=O)Nc1cccc(NC(=O)c2csc(C)c2)c1,9,2,-1,0.7,i,-6,18,-2,-10
C=C(C)c1cccc(C(C)(C)NC(=O)N2CCN(c3ncccn3)CC2)c1,37*,0,5,0.7,i,1,8,1,-6
Cc1ccsc1CN(C)CC(=O)NCC(=O)Nc1ccc(F)c(F)c1F,0,-6,1,-0.8,i,6,7,-2,-13
NC(=O)c1ccccc1OCC(=O)NC12CC3CC(CC(C3)C1)C2,2,-1,1,0.2,i,-2,2,-2,2
Cc1cc(C)c2c(=O)[nH][nH]c2n1,2,2,2,2.1,i,-4,9,-1,-2
CC1C(=O)C(C)C(c2cc(Br)ccc2O)NC1c1cc(Br)ccc1O (configuration not stated),9,6,4,-0.1,i,36,2,-1,-2
O=C(O)CSCCC(=O)Nc1ccc(F)cc1,-11,-4,-2,-0.3,i,-4,-2,-2,-3
CCCCc1ccc(-n2nnnc2SCC(=O)Nc2cc(OC)c([N+](=O)[O-])cc2C)cc1,3,3,0,0.8,i,23,-4,-2,1
CC(=O)Nc1ccc(S(=O)(=O)NCCC(=O)OCC(=O)c2cccc(Br)c2)cc1,5,-6,-5,0.7,i,-1,-14,0,-10
O=C(Cc1nnc(NC(=O)Nc2ccccc2)s1)Nc1ccccc1,19,2,-1,-0.8,i,-4,-3,0,-3
COc1cccc(/C=N/n2nnnc2N)c1O,3,2,-2,1.1,i,-3,12,-3,10
COCCCNC(=O)c1cccc(OC)c1OC,-3,-2,0,1.8,i,-7,2,-3,4
Cc1ccc2c(c1)c1c3n2CCN(C(=O)Cn2c(-c4ccccc4)noc2=O)C3CCC1 (configuration not stated),3,-2,-2,0.2,i,45,-9,-2,8
OCCNc1nc(Nc2ccc(Cl)c(Cl)c2)nc2ccccc12,-1,-5,1,-0.3,i,13,8,-3,-7
O=C(CN1CCN(c2ccc(F)cc2)CC1)NCc1ccc(Cl)cc1,4,0,0,-0.8,i,7,7,-3,1
CCNC(=S)Nc1ccc(Cc2nc3ccccc3[nH]2)cc1,2,-1,-4,0.2,i,-4,6,-2,14

# Bioassay records as filed in PubChem BioAssay.
